Assay outcomes deposited in PubChem by Broad Institute.
STK33 kin inh = blocks human STK33 kinase activity; Q9BYT3; ADP-Glo luminescence, MBP substrate; inhibition, % at 12.5 µM; 0.44% of 27,000 active; in the data active = inhibition above about 20%
Target sequence (Q9BYT3 whole entry, looked up): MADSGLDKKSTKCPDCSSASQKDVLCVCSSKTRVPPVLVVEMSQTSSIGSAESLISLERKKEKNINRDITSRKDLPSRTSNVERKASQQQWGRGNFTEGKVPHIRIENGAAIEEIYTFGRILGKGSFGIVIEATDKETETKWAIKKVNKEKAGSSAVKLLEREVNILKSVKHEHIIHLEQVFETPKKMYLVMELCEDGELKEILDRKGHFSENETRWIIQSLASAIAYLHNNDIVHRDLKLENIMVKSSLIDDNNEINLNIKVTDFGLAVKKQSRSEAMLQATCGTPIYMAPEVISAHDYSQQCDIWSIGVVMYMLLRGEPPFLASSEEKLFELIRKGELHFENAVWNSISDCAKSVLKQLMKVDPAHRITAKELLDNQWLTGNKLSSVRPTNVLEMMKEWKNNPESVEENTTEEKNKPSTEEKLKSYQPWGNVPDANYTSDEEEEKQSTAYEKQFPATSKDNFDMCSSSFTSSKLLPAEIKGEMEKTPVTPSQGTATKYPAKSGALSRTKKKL
p53 PUMA act = re-activators of the mutant p53 pathway | SW480 PUMA-promoter luciferase, p53 mutant reactivation | activation, % at 9.98 µM | 1.5% of 28,000 active | AID 624151; in the data active = activation above about 52%
* hit, by the source's call; · = not tested or not shown.

SMILES	STK33 kin inh	p53 PUMA act
CN(c1cccc(NC(=O)c2ccc(Cl)c(S(=O)(=O)N3CCOCC3)c2)c1)S(C)(=O)=O	-2	-7
COc1ccc(NC(=O)Nc2ccc3c(c2)C(=O)N([C@H](C)CO)C[C@H](C)[C@H](CN(C)Cc2ccc(C(=O)O)cc2)O3)cc1	2	0
CC(C)NC(=O)N(C)C[C@H]1Oc2ccc(NC(=O)CCN3CCOCC3)cc2C(=O)N([C@H](C)CO)C[C@@H]1C	·	10
C[C@@H]1CN([C@@H](C)CO)C(=O)Cc2cc(NC(=O)Nc3ccccc3)ccc2O[C@@H]1CN(C)C(=O)Nc1ccc2c(c1)OCO2	-2	·
C[C@@H]1CN([C@@H](C)CO)C(=O)Cc2cc(NC(=O)C3CC3)ccc2O[C@@H]1CN(C)C(=O)Nc1ccc(C(F)(F)F)cc1	-3	1
C[C@@H]1CN([C@H](C)CO)C(=O)Cc2cc(NS(=O)(=O)c3ccc(Cl)cc3)ccc2O[C@H]1CN(C)S(=O)(=O)c1ccc(Cl)cc1	2	·
COc1cc2c(c(OC)c1OC)C[C@H]1COC(=O)[C@@H]1Cc1c-2cc(OC)c(OC)c1OC	-2	-80
C[C@@H]1CCCCO[C@@H](CN(C)S(=O)(=O)c2cccs2)[C@@H](C)CN([C@H](C)CO)C(=O)c2cc(NS(=O)(=O)c3ccc(F)cc3)ccc2O1	-1	·
O=C1c2ccccc2C(=O)N1Cc1cc(NS(=O)(=O)c2ccccc2)ccc1Cl	-2	10
C[C@H]1CN([C@@H](C)CO)C(=O)c2cccc(NS(=O)(=O)c3ccc(Cl)cc3)c2O[C@H]1CN(C)Cc1ccncc1	·	1
CCOc1ccc(NC(=O)C(C)Sc2nc3ccccc3c(=O)n2-c2cccc(C)c2)cc1 (configuration not stated)	3	-5
COc1ccccc1CNC(=O)c1ccc(Cl)c(S(=O)(=O)N2CCOCC2)c1	-5	11
C[C@@H]1CN([C@H](C)CO)C(=O)CCCn2cc(nn2)CO[C@@H]1CN(C)S(=O)(=O)c1ccc(Cl)cc1	-4	0
COc1cccc(C(=O)Nc2ccc(NC(=O)C3CCCCC3C(=O)O)cc2)c1 (configuration not stated)	1	-10
CCCn1c(NCCCO)nc2ccccc21	-5	15
CN(C)CCCC[C@@H]1NC(=O)[C@H]2C[C@@H](C(=O)NCc3ccc(F)cc3)[C@@H](c3ccc(O)cc3)N2C1=O	2	·
O=C(N1CCOCC1)[C@]1(CCS(=O)(=O)c2ccccc2)N=C(c2ccc(OCCCO)cc2)O[C@@H]1c1ccccc1	-1	·
C[C@]12CC[C@@H]3c4ccc(O)cc4CC[C@H]3[C@@H]1CC[C@@H]2O	7	-2
COc1ccc(CN(C)C[C@@H]2Oc3ccc(NC(=O)Cn4cnnn4)cc3CC(=O)N([C@H](C)CO)C[C@H]2C)cc1	2	-4
O=C(CS)NCCCCCCNC(=O)[C@@H]1C[C@@H]2C(=O)NCC(=O)N2[C@@H]1c1ccc(O)cc1	6	·
CC(=O)Nc1ccc(NC(=O)CN(c2ccc(C)c(Cl)c2)S(C)(=O)=O)cc1	-1	3
C[C@@H]1CN([C@H](C)CO)C(=O)Cc2cc(NC(=O)c3ccncc3)ccc2O[C@H]1CN(C)CC1CCCCC1	2	·
COc1ccc(S(=O)(=O)N(C)C[C@H]2Oc3ccc(NC(=O)Cn4cnnn4)cc3C(=O)N([C@@H](C)CO)C[C@H]2C)cc1	4	2
Cc1noc(C)c1NC(=O)N(C)C[C@@H]1Oc2ccc(NC(=O)NC(C)C)cc2CC(=O)N([C@H](C)CO)C[C@H]1C	3	2
O=C(CN1CCCC1)Nc1sc2c(c1C(=O)Nc1ccccc1)CCCC2	-1	-7
Later entries.
SMILES	STK33 kin inh	p53 PUMA act
Nc1nnc(SCC(=O)Nc2ccccc2C(=O)c2ccccc2)s1	1	-8
O=C(Nc1cccc(S(=O)(=O)N2CCCC2)c1)c1cc(-n2cnnc2)ccc1Cl	-1	10
Cc1noc(C)c1NC(=O)N(C)C[C@@H]1OCCCC[C@@H](C)Oc2ccc(NC(=O)c3ccncc3)cc2C(=O)N([C@H](C)CO)C[C@@H]1C	-1	15
CN[C@H]1CC[C@@H](c2ccc(Cl)c(Cl)c2)c2ccccc21	3	·
N=C1SCC(=O)N1c1nccs1	3	·
C[C@@H]1CN([C@H](C)CO)C(=O)c2cccc(NS(=O)(=O)c3cccs3)c2O[C@@H]1CN(C)C(=O)NC1CCCCC1	·	12
O=C(NCCNC(=O)c1ccccc1[N+](=O)[O-])c1ccc(F)cc1	1	-13
CCn1c(SCC(=O)N2c3ccccc3Sc3ccccc32)nnc1-c1ccco1	3	-3
O=S(=O)(N[C@@H]1CCCN(Cc2ccc(OCCO)cc2)C1)c1ccccc1	-1	·
CNC[C@H]1OCCCC[C@@H](C)Oc2ccc(NS(=O)(=O)c3ccccc3)cc2C(=O)N([C@@H](C)CO)C[C@H]1C	·	1
C[C@H]1CN([C@@H](C)CO)C(=O)Cc2cc(NC(=O)Nc3ccc(C(F)(F)F)cc3)ccc2O[C@@H]1CN(C)C(=O)Nc1ccc(C(F)(F)F)cc1	2	·
CC(C)NC(=O)N(C)C[C@@H]1Oc2ccc(NC(=O)Cc3ccccc3)cc2C(=O)N([C@@H](C)CO)C[C@@H]1C	1	·
C/C=C/c1ccc2c(c1)O[C@H](CN(C)C(=O)Nc1ccc(C(F)(F)F)cc1)[C@H](C)CN([C@@H](C)CO)S2(=O)=O	·	-41
COc1ccc(S(=O)(=O)N(C)C[C@H]2Oc3c(NC(=O)c4ccncc4)cccc3C(=O)N([C@H](C)CO)C[C@H]2C)cc1	·	4
COc1ccc(S(=O)(=O)N(C)C[C@H]2Oc3ccc(NS(=O)(=O)c4ccc(Cl)cc4)cc3C(=O)N([C@@H](C)CO)C[C@H]2C)cc1	1	3
Cc1noc(C)c1NC(=O)Nc1ccc2c(c1)C(=O)N([C@@H](C)CO)C[C@@H](C)[C@H](CN(C)S(=O)(=O)c1ccc(F)cc1)O2	-4	·
C[C@H](CO)N1C[C@H](C)[C@H](CN(C)C(=O)Cc2ccccn2)Oc2ncc(-c3cccc(C(=O)N(C)C)c3)cc2C1=O	·	7
Cc1noc(C)c1NC(=O)Nc1ccc2c(c1)C(=O)N([C@H](C)CO)C[C@@H](C)[C@H](CN(C)S(=O)(=O)c1ccccc1)O2	-2	·
CCCN(C)C[C@@H]1Oc2ncc(-c3ccccc3)cc2C(=O)N([C@H](C)CO)C[C@@H]1C	-1	-8
N#Cc1c(NC(=O)Cn2c(=O)oc3ccccc32)sc2c1CCC2	1	-6
C[C@@H](NC(=O)/C(C#N)=C\c1ccc(O)c(O)c1)c1ccccc1	·	23
CC(C)NC(=O)N(C)C[C@@H]1OCCCC[C@@H](C)Oc2ccc(NS(C)(=O)=O)cc2C(=O)N([C@H](C)CO)C[C@H]1C	·	0
COc1ccc(NC(=O)CS(=O)(=O)c2ccc3ccccc3c2)cc1	1	-5
Cc1ccc2nsnc2c1S(=O)(=O)NC(C)c1ccccc1 (configuration not stated)	0	2
CCc1nc(SCC(=O)Nc2c(Cl)cccc2Cl)c(C#N)c(C(F)(F)F)c1C	3	3
Continuation.
SMILES	STK33 kin inh	p53 PUMA act
CCOC(=O)CSc1nc(Nc2ccccc2)c2cnc(N3CCOCC3)nc2n1	0	·
C[C@@H]1CN([C@@H](C)CO)C(=O)c2cc(NC(=O)Nc3cccc4ccccc34)ccc2O[C@@H]1CN(C)S(=O)(=O)c1cccs1	2	·
O=C(CSc1nnc(-c2ccco2)o1)Nc1cccc(Cl)c1	1	8
Cc1ccc2nc(SCC(=O)Nc3ccc4c(c3)OCCO4)[nH]c2c1	-5	28
Cc1cc(S(=O)(=O)NCC2CCN(C(=O)OC(C)(C)C)CC2)c(C)o1	·	8
C[C@@H]1CN([C@H](C)CO)C(=O)Cc2cc(NS(C)(=O)=O)ccc2O[C@@H]1CN(C)Cc1ccc(C(=O)O)cc1	-4	·
COc1ccc(S(=O)(=O)N(C)C[C@H]2Oc3c(NC(=O)Nc4c(C)noc4C)cccc3C(=O)N([C@H](C)CO)C[C@@H]2C)cc1	·	-3
Cc1cc(C)c2oc(-c3ccc(C)c(NC(=O)COc4ccc(Cl)cc4)c3)nc2c1	-2	-10
Cc1ccc(S(=O)(=O)N(C)C[C@H]2Oc3ccc(NC(=O)CCC(F)(F)F)cc3CC(=O)N([C@H](C)CO)C[C@H]2C)cc1	-4	·
C[C@@H]1CN([C@@H](C)CO)C(=O)CCCn2nncc2CO[C@H]1CN(C)Cc1ccc(Oc2ccccc2)cc1	0	-6
C[C@H]1CN([C@@H](C)CO)C(=O)c2cccc(N(C)C)c2O[C@H]1CN(C)C(=O)NC1CCCCC1	·	0
C[C@H](CO)N1C[C@H](C)[C@@H](CN(C)C(=O)c2ccccc2)OCCCC[C@H](C)Oc2ccc(NS(=O)(=O)c3ccccc3)cc2C1=O	·	1
Cc1noc(C)c1NC(=O)Nc1ccc2c(c1)C(=O)N([C@H](C)CO)C[C@@H](C)[C@H](CN(C)Cc1ccncc1)O2	-1	·
COc1ccc(S(=O)(=O)Nc2cccc3c2O[C@@H](CN(C)S(=O)(=O)c2cn(C)cn2)[C@H](C)CN([C@H](C)CO)C3=O)cc1	·	-4
C[C@H](CO)N1C[C@H](C)[C@H](CN(C)C)Oc2ncc(/C=C/c3ccccc3)cc2C1=O	-4	4
COc1ccccc1-n1nnnc1SCC(=O)Nc1ccccc1C	-6	5
C[C@@H]1CN([C@@H](C)CO)S(=O)(=O)c2ccc(-c3ccncc3)cc2O[C@@H]1CN(C)C(=O)CC1CC1	·	8
C[C@@H]1CN([C@@H](C)CO)C(=O)c2cc(NC(=O)C3CCCCC3)ccc2O[C@@H](C)CCCCO[C@H]1CN(C)C(=O)NC1CCCCC1	·	-16
CNC[C@@H]1Oc2ncc(C#Cc3ccccc3)cc2C(=O)N([C@H](C)CO)C[C@@H]1C	10	2
C[C@H]1CN([C@@H](C)CO)C(=O)Cc2cc(NC(=O)C3CCCCC3)ccc2O[C@H]1CN(C)Cc1ccc2c(c1)OCO2	-1	·
COC(=O)CNC(=O)c1cn(-c2ccccc2)nc1-c1cccc(Br)c1	1	19
C[C@H]1CN([C@@H](C)CO)C(=O)Cc2cc(NS(=O)(=O)c3cn(C)cn3)ccc2O[C@@H]1CN(C)C(=O)Nc1cccc2ccccc12	5	·
Cc1noc(C)c1S(=O)(=O)Nc1cccc2c1O[C@@H](CN(C)C(=O)Nc1cccc3ccccc13)[C@@H](C)CN([C@H](C)CO)C2=O	·	-9
C[C@H](CO)N1C[C@H](C)[C@H](CN(C)C(=O)Nc2ccc3c(c2)OCO3)Oc2ccc(NS(=O)(=O)c3cccs3)cc2C1=O	-6	12
CNC[C@H]1Oc2c(NS(=O)(=O)c3c(C)noc3C)cccc2C(=O)N([C@H](C)CO)C[C@H]1C	·	-1

No new results follow: five of the compounds above.
SMILES	STK33 kin inh	p53 PUMA act
CCOC(=O)CSc1nc(Nc2ccccc2)c2cnc(N3CCOCC3)nc2n1	0	·
C[C@@H]1CN([C@@H](C)CO)C(=O)c2cc(NC(=O)Nc3cccc4ccccc34)ccc2O[C@@H]1CN(C)S(=O)(=O)c1cccs1	2	·
O=C(CSc1nnc(-c2ccco2)o1)Nc1cccc(Cl)c1	1	8
Cc1ccc2nc(SCC(=O)Nc3ccc4c(c3)OCCO4)[nH]c2c1	-5	28
Cc1cc(S(=O)(=O)NCC2CCN(C(=O)OC(C)(C)C)CC2)c(C)o1	·	8

(next part)
SMILES	STK33 kin inh	p53 PUMA act
C[C@@H]1CN([C@@H](C)CO)C(=O)CCCn2nncc2CO[C@@H]1CN(C)S(=O)(=O)c1ccccc1	0	·
COc1ccc(NC(=O)C(=O)NCC(=O)Nc2ccc(C)cc2)cc1	0	-16
C[C@@H]1CN([C@@H](C)CO)C(=O)c2cc(-c3cccc(C(=O)N(C)C)c3)cnc2O[C@H]1CN(C)C(=O)Cc1ccccn1	·	9
COc1cc(C2c3c(oc4ccc(Cl)cc4c3=O)C(=O)N2Cc2ccco2)cc(Br)c1O (configuration not stated)	0	0
COc1ccc(OC)c(S(=O)(=O)N(C)CC(=O)N2CCN(c3ccccc3F)CC2)c1	0	1
CC1(C)Cc2c(c(N3CCOCC3)nc3sc(C(=O)O)cc23)CO1	·	8
COc1ccccc1OCC(=O)Nc1cccc(N(C)S(C)(=O)=O)c1	1	5
Cc1ccc(N(C(C)C(=O)Nc2ccccc2Br)S(C)(=O)=O)cc1C (configuration not stated)	-1	11
COC(=O)c1ccccc1NC(=O)COc1cc(C)c(Br)cc1C	0	6
C[C@]12CCC(=O)C=C1CC[C@@H]1[C@@H]2C(=O)C[C@@]2(C)[C@H]1CC[C@]2(O)C(=O)CO	3	-3
C[C@H](CO)N1C[C@H](C)[C@H](CN(C)Cc2ccc(C(F)(F)F)cc2)Oc2ccc(NS(=O)(=O)c3ccc(F)cc3)cc2CC1=O	2	·

An excerpt of these results, in markdown:
| SMILES | STK33 kin inh | p53 PUMA act |
| --- | --- | --- |
| C[C@@H]1CN([C@@H](C)CO)C(=O)c2cc(-c3cccc(C(=O)N(C)C)c3)cnc2O[C@H]1CN(C)C(=O)Cc1ccccn1 | · | 9 |
| COc1cc(C2c3c(oc4ccc(Cl)cc4c3=O)C(=O)N2Cc2ccco2)cc(Br)c1O (configuration not stated) | 0 | 0 |
| COc1ccc(OC)c(S(=O)(=O)N(C)CC(=O)N2CCN(c3ccccc3F)CC2)c1 | 0 | 1 |
| CC1(C)Cc2c(c(N3CCOCC3)nc3sc(C(=O)O)cc23)CO1 | · | 8 |
| COc1ccccc1OCC(=O)Nc1cccc(N(C)S(C)(=O)=O)c1 | 1 | 5 |
| Cc1ccc(N(C(C)C(=O)Nc2ccccc2Br)S(C)(=O)=O)cc1C (configuration not stated) | -1 | 11 |

Some of the compounds tested (hit frequency here may not be typical).
